HP1b binding inh: blocks HP1-beta chromodomain binding to methylated histone tails; P83916; AlphaScreen HP1-beta / biotin-H3K9me3 peptide binding; Potency, µM (doses to about 114 µM), for inactives: at the highest dose activity change, negative = inhibition, usual class: inhibitors; actives 0.56% (n = 390,000); AID 540317; further: potency means the concentration at half of the fitted maximal effect; nearly all actives have a fitted effect of over 70% in size; inactives centre near 23
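HP1-beta protein (50 nM final) preincubated 30 min at room temperature with biotinylated H3(1-18)K9me3 peptide (50 nM) in PBS pH 7.4, 0.01% Tween-20, then compound added for 30 min. AlphaScreen streptavidin donor/nickel chelate acceptor beads (10 ug/mL final), 30 min dark, luminescence read.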
BAZ2B block: inhibitors of human BAZ2B bromodomain; Q9UIF8; AlphaScreen BAZ2B-H3K14Ac peptide displacement; Potency, µM (series often up to 114 µM), for the others: at the top dose activity change, negative = inhibition, hits mostly inhibitors; actives 4.4% (n = 360,000); AID 504333; further: potency means the concentration at half of the fitted maximal effect; on the % scale 0 is the no-effect control and ±100 the full control effect; nearly all actives have a fitted effect of over 60% in size
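In this displacement format the biotinylated H3(5-23) peptide acetylated at Lys14 serves as ligand at 50 nM, with BAZ2B at 50 nM in PBS pH 7.4 containing 0.01% Tween-20. Donor and acceptor beads are 10 ug/mL final.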
GLS inh: blocks human kidney-isoform glutaminase activity; O94925; GLS enzymatic activity, qHTS titration; Potency, µM (highest dose often 45.5 µM), for inactives: at the top dose activity change, negative = inhibition, hits mostly inhibitors; actives 0.21% (n = 410,000); AID 624170; further: potency means the concentration at half of the fitted maximal effect; on the % scale 0 is the no-effect control and ±100 the full control effect
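hKGA; 45 mM KH2PO4 pH 8.2 + 0.02% Tween-20; cpd via pin tool; 1 mM Gln soln; GluOx/HRP/Amplex Red; RT 30 min; fluor. t0 & final.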
ALOX12 inh: inhibitors of human 12S-lipoxygenase ALOX12; purified 12hLO, xylenol orange hydroperoxide absorbance; AID 1671190; Potency, µM (highest dose often 108 µM), without a hit: top-dose activity change, negative = inhibition, usual class: inhibitors; P18054; actives 1.1% (n = 580,000); further: potency means the concentration at half of the fitted maximal effect; on the % scale 0 is the no-effect control and ±100 the full control effect
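Hydroperoxide product was detected by ferrous iron/xylenol orange as the 573 to 405 nm absorbance ratio. Arachidonic acid at 40 uM (final) was turned over for 30 min at room temperature by 150 nM human 12hLO, pH 7.0 Hepes buffer, after 15 min compound preincubation.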
ERG-DNA inh: blocks human ERG Ets domain binding to DNA; Potency, µM (titrated, usually from 76.9 µM), for the others: top-dose FP activity, negative = inhibition, usual class: inhibitors; AID 624246; P11308; actives 0.028% (n = 370,000); fluorescence polarization, His-ERG Ets domain / labelled DNA; active means well fitted inhibition curve with a large enough effect in the polarisation, with a control signal flat; inconclusive means small, poorly fitted or top-dose-only effect, or effect the other way, or a change in a side signal; inactive means no such curve, though single readings can be large or run the other way; the % refers to the polarisation;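 further: polarization taken with two DNA probes labelled with fluorescein and Texas red; potency means the concentration at half of the fitted maximal effect; % of control where 0% means no effect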
Target sequence (P11308 whole entry, looked up, the tested form may be a part): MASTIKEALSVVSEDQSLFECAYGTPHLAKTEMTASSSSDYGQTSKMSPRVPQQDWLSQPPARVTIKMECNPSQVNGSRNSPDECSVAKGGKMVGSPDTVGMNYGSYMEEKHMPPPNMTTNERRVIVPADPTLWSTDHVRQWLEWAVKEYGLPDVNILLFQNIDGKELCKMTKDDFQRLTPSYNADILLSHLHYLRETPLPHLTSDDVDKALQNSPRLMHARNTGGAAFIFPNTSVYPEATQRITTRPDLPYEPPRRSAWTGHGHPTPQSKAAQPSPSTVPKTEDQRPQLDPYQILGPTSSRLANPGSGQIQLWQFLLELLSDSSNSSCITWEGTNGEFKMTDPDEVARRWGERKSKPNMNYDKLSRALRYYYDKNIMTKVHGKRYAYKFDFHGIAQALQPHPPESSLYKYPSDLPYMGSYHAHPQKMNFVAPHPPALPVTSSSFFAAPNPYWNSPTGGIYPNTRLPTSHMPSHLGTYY
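His-tagged ERG Ets domain (1 uM in the protein solution; 300mM KCl, 50mM Tris-HCl, 1mM EDTA, 1mM DTT, pH 7.5) received compound, then a probe mix of 5 nM fluorescein-DNA and 100nM Texas-615-DNA. Fluorescence polarization was read for both dyes.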
JMJD2A Tudor: inhibitors of human JMJD2A Tudor domain; AID 504339; O75164; AlphaScreen JMJD2A-Tudor / H3K4me3 peptide binding; actives 4.4% (n = 390,000); Potency, µM (titrated, usually from 114 µM), without a hit: at the top dose activity change, negative = inhibition, most hits filed as inhibitors; further: potency means the concentration at half of the fitted maximal effect; on the % scale 0 is the no-effect control and ±100 the full control effect; nearly all actives have a fitted effect of over 50% in size
RGS4 inh: inhibitors of human regulator of G protein signaling 4; Transcreener GDP fluorescence polarization, RGS4-accelerated GTP hydrolysis; Potency, µM (titrated, usually from 114 µM), for inactives: at the top dose activity change, negative = inhibition, usual class: inhibitors; actives 0.039% (n = 390,000); AID 504845; further: potency means the concentration at half of the fitted maximal effect; on the % scale 0 is the no-effect control and ±100 the full control effect; nearly all actives have a fitted effect of over 75% in size; some results filed as inactive show a strong effect at the top dose
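MLSMR compounds (23 nl, pin-transferred) preincubated 10 min at room temperature with a 500nM (2x) first reagent, then RGS4 at 900nM (2x) plus Transcreener GDP mix added; fluorescence polarization (620/688 nm) read before and after 90 min at 30 °C.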
G9a inh: blocks human histone lysine methyltransferase G9a. Q96KQ7. G9a H3K9 monomethylation, AlphaScreen, 2 h. Potency, µM (titrated, usually from 102 µM), without a hit: at the top dose activity, negative = inhibition, usual class: inhibitors. actives 8.8% (n = 350,000). AID 504332; further: potency means the concentration at half of the fitted maximal effect; on the % scale 0 is the no-effect control and ±100 the full control effect; nearly all actives have a fitted effect of over 75% in size
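Methyltransferase reactions run at room temperature for 2 h (20 nM enzyme, 500 nM biotin-H3K9 peptide, 20 uM SAM) after a 15 min compound preincubation; product detected by AlphaScreen beads and anti-H3K9me1 antibody.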
PI4K2A inh: PI4K2A (human) kinase inhibition | Q9BTU6 | AID 1346378 | purified PI4K2A, ADP-Glo luminescence, 1 h; hits give low values | actives 0.13% (n = 420,000) | activity change, negative = inhibition, % at 76.9 µM; in the data active means activity change below about -50%; inconclusive means mostly about -30% to -49%;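 further: -100% = wells without enzyme as full effect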
Target sequence (Q9BTU6 whole entry, looked up): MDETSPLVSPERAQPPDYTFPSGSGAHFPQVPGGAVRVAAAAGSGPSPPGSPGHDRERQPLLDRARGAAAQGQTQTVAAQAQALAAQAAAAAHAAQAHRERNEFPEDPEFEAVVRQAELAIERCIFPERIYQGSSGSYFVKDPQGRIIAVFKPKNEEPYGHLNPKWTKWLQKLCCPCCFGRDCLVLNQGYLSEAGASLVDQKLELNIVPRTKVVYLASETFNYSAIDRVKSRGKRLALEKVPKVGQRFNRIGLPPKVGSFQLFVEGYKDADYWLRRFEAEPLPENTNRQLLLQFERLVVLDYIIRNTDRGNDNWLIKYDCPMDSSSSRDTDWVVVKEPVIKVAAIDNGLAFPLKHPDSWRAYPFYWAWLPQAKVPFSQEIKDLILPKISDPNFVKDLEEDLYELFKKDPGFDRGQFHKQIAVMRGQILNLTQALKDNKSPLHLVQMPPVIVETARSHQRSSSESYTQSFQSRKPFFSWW
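Compounds are screened against recombinant PI4K2A using PI as substrate and ATP, the latter dispensed at 300 microM. Reactions run one hour at ambient temperature before ADP-Glo detection; full inhibition defined by wells lacking enzyme.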
* marks the source's active call; other numbers are inactive results; ? = inconclusive; . = not tested or not shown; [ ] = another dose, or the depositor's remark. Unless noted, the call rests on the fitted dose curve; in most records, active means well fitted curve in the direction sought with a large enough effect; inconclusive means small, poorly fitted or top-dose-only effect, or another doubt; inactive means no such curve, though single readings can be large; an effect the other way counts as inactive or inconclusive. Not all compounds are listed; the hit share may differ from the screen's.

SMILES | HP1b binding inh | BAZ2B block | GLS inh | ALOX12 inh | ERG-DNA inh | JMJD2A Tudor | RGS4 inh | G9a inh | PI4K2A inh
CCN(c1cccc(C)c1)S(=O)(=O)c1nnc(NC(=O)c2cccs2)s1 | ? | 3.5µM* | 9% | -8% | 3% | ? | -1% | 3.2µM* | -2
O=C(NCCCN1CCCCC1)c1ccc2c(c1)NC(=O)c1ccccc1S2 | 21% | -4%[57.1 µM] | -7% | -22% | -8% | -19% | -9% | 50µM* | -2
CN(C)C(/C=C/Nc1ccc(F)cc1F)=C(C#N)C#N | 13% | -1% | 15% | 5% | . | -12% | -9% | 11%[59 µM] | -3
Cc1cc(Cl)ccc1OCc1nc(-c2ccc(O)cc2)n[nH]1 | 19% | -21% | 14% | -19% | -9% | -22% | 6% | ? | 2
COc1ccc(NC(=O)Cn2c(=O)n(CC3CCCO3)c(=O)c3cc(OC)c(OC)cc32)cc1OC (stereo unspecified) | 39%[activator] | -9% | 6% | 26% | -3% | -13% | 19% | 19% | 2
CCN(C(=O)COC(=O)c1ccc(Cl)cc1N)C1CCCCC1 | 63%[activator] | 6% | -20% | -3% | -4% | 0% | -8% | 17% | 1
CCOC(=O)CC(=O)CSc1nc2sc(C)cc2c(=O)n1Cc1ccco1 | 13% | -10% | 20% | -3% | 1% | -35% | -23% | -19%[12.7 µM] | 2
Cc1ccsc1C1C(C#N)=C(N)OC2=C1C(=O)CCC2 (stereo unspecified) | 33% | -23% | -1% | 0% | -10% | 5% | -36% | 23% | 4
CCc1ccc(NC(=O)C2CCN(S(=O)(=O)c3cnc[nH]3)CC2)cc1 | 34% | -4% | -2% | 6% | 8% | -14% | 9% | . | 7
CCSc1ncc(/C=N/Nc2ccc([N+](=O)[O-])cc2)n1C | 2% | -8% | -8% | 0% | -13% | 8% | -21% | ? | -4
C[C@@H]1CN([C@H](C)CO)C(=O)Cc2cc(NS(=O)(=O)c3ccc(F)cc3)ccc2O[C@H]1CN(C)Cc1ccc(C(=O)O)cc1 | 51%[activator] | . | 22% | -3% | -9% | -6% | -10% | . | 4
O=C(O)C1CCC(N2C(=O)c3cccc([N+](=O)[O-])c3C2=O)CC1 (stereo unspecified) | 38% | 3% | -7% | 0% | -3% | -15% | -22% | 11% | 4
Cc1cc(C)c(S(=O)(=O)N(C)CC(=O)NC2CCCC2)c(C)c1 | 10% | 8% | 7% | -11% | . | -20% | 17% | -1%[12.7 µM] | -2
Cc1cccc(CS(=O)(=O)Cc2ccc(C(=O)NCC3CCCO3)o2)c1 (stereo unspecified) | 21% | 12% | 2% | 12% | 4% | -8% | 33% | 24%[59 µM] | 0
Cc1ccc(S(=O)Cc2ccc(C(=O)NC3CCCCCC3)o2)cc1 (stereo unspecified) | 90%[activator] | . | 2% | -2% | 1% | -19% | -21% | -3%[59 µM] | 2
NC(=O)/C(=C\c1ccccc1)NC(=O)c1ccc(NC(=O)c2ccccc2)cc1 | 35% | -5% | 1% | 59%[activator] | -13% | -7% | -19% | 7% | 3
O=C(CC1C(=O)NCCN1Cc1ccc(-c2ccccc2)cc1)NCCCn1cccn1 (stereo unspecified) | 23% | ? | 10% | -5% | -23% | -21% | 15% | ? | 0
O=C(COC(=O)Cc1cccs1)Nc1ccc(OC(F)(F)F)cc1 | 13% | 2% | -1% | -15% | 4% | -5% | 8% | 10%[0.501 µM] | 5
COC(=O)[C@H](CCSC)NC(=O)Cn1ccc(N)nc1=O | 70%[activator] | -1% | -9% | 2% | 5% | -8% | 3% | -5%[0.501 µM] | -6
Cc1ccc(CN2CCSCC2)c(C)c1 | ? | ? | 2% | -27% | -2% | -100% | 18% | 4.5µM* | -4

A draw from above in order of formula weight, rising.
SMILES | HP1b binding inh | BAZ2B block | GLS inh | ALOX12 inh | ERG-DNA inh | JMJD2A Tudor | RGS4 inh | G9a inh | PI4K2A inh
CCN(C(=O)COC(=O)c1ccc(Cl)cc1N)C1CCCCC1 | 63%[activator] | 6% | -20% | -3% | -4% | 0% | -8% | 17% | 1
Cc1cccc(CS(=O)(=O)Cc2ccc(C(=O)NCC3CCCO3)o2)c1 (stereo unspecified) | 21% | 12% | 2% | 12% | 4% | -8% | 33% | 24%[59 µM] | 0
O=C(NCCCN1CCCCC1)c1ccc2c(c1)NC(=O)c1ccccc1S2 | 21% | -4%[57.1 µM] | -7% | -22% | -8% | -19% | -9% | 50µM* | -2

Other records follow:
SMILES | HP1b binding inh | BAZ2B block | GLS inh | ALOX12 inh | ERG-DNA inh | JMJD2A Tudor | RGS4 inh | G9a inh | PI4K2A inh
O=C(CN1C(=O)c2ccccc2C1=O)NCc1ccc(C(=O)O)cc1 | 16%[57 µM] | 2% | 3% | -8% | -11% | -8% | -12% | 18% | -3
COc1ccc(CCN(C)C/C=C/c2ccccc2)cc1OC | ? | ? | 10% | ? | -7% | 28µM* | 36% | 50µM* | 3
O=C1CCC[C@@H]2C[C@@]3(C[C@@H]4CCN1[C@H]24)Nc1cc(Cl)ccc1NC3=NC1CCCCC1 | 20% | . | -17% | -1% | 8% | -28% | -16% | . | 6
Cc1ccc(S(=O)(=O)N(C)C)cc1NC(=S)N1CCN(Cc2ccc3c(c2)OCO3)CC1 | 14% | . | 7% | 12% | -4% | -28% | -10% | 5% | -1
Cc1cc2c(cc1S(=O)(=O)N(C)Cc1ccccc1)OCC(=O)N2 | 33% | 9% | 0% | 31%[activator] | 12% | -15% | 22% | 33%[59 µM] | -6
CCOC(=O)c1c(NC(=O)CNCCOC)sc2c1CCCC2 | 9% | -25% | 24% | -16% | -1% | -15%[11.4 µM] | 4%[11.4 µM] | -2%[59 µM] | -2
CCOc1ccc(NS(=O)(=O)c2ccc(NC(=S)NC(C)=O)cc2)cc1 | -7% | -17% | 1% | -10% | 1% | -6% | 15% | -3% | 0
COc1ccc(NC(=O)Nc2ccc(C(=O)N3CCOCC3)cc2)cc1 | 68%[activator] | -3% | 21% | 56%[activator] | 5% | 0% | -23% | 11%[59 µM] | 1
CCc1cc2c(SC(C)C(=O)NC3CCCC3)ncnc2s1 (stereo unspecified) | 37% | . | 2% | 8% | 8% | -2% | -16% | . | 4
CCN(CC)CCCNc1nc(-n2nc(C)cc2C)nc2sc3c(c12)CC(C)(C)OC3 | 24% | 5% | 3% | 203%[activator] | 6% | -19% | 8% | 24%[12.7 µM] | -7
COC(=O)c1cc(=O)n(Cc2ccc(OC)cc2)c(=NCc2ccc(OC)cc2)s1 | 49%[activator] | . | -3% | -9% | -3% | -3% | -7% | -25% | -3
Cc1cccc(N2C(=O)C3CCC(c4ccccc4)CC3C2=O)c1 (stereo unspecified) | 35% | 14% | 3% | -20% | 2% | 7% | -13% | 28%[59 µM] | -20
Cc1ccc(C(=O)Nc2ccc3c4c(cccc24)CC3)cc1[N+](=O)[O-] | 16% | -6% | 1% | 15% | -6% | -6% | -8% | 18%[59 µM] | 2
COc1cc(CC(=O)OCc2cccc([N+](=O)[O-])c2)cc(OC)c1OC | -7% | -18% | -12% | -3% | 2% | -23% | -21% | 6% | 4
Cc1ccc(NC(CC(=O)c2ccccc2)C(=O)O)cc1Cl (stereo unspecified) | 14% | -8% | 28% | ? | -1% | -22%[11.4 µM] | 34%[11.4 µM] | . | -3
CC1Cc2ccccc2N1C(=O)c1ccc(Br)o1 (stereo unspecified) | 50%[activator] | . | -2% | -1% | -1% | -1% | -3% | . | -12
Cc1ccc(-n2cnnn2)cc1Cl | 32%[activator] | -18% | -11% | 8% | 6% | -19%[57.1 µM] | -16% | 37%[activator][59 µM] | 1
CSc1nc2sc3c(c2c(=O)n1C1CCCCC1)CCN(C)C3 | 46%[activator] | -29% | -10% | 64%[activator] | -4% | -35% | -30% | 50µM* | -1
Cc1cc(C)n(CC(=O)N/N=C/c2c[nH]c3ccccc23)n1 | 47%[activator] | -21% | 1% | 0% | -20% | -2% | -44% | ? | 5
Cc1cc2ncn(C(=O)c3ccc(F)cc3)c2cc1C | 27% | 9% | 4% | 0% | 7% | -13% | 15% | -9% | 3
NC(=O)C1CCN(CC(=O)NC(=O)NC2CCCC2)CC1 | 32% | -6% | 0% | -28% | -5% | -6% | -11% | -7% | 3
COc1cccc(-c2nc(CS(=O)(=O)CC(=O)NCCc3ccc(C)cc3)c(C)o2)c1 | 32% | -6% | -13% | -6% | -5% | 0% | -22% | -11% | -2

3 records picked at random from those above:
SMILES | HP1b binding inh | BAZ2B block | GLS inh | ALOX12 inh | ERG-DNA inh | JMJD2A Tudor | RGS4 inh | G9a inh | PI4K2A inh
COc1ccc(NC(=O)Nc2ccc(C(=O)N3CCOCC3)cc2)cc1 | 68%[activator] | -3% | 21% | 56%[activator] | 5% | 0% | -23% | 11%[59 µM] | 1
Cc1cc2ncn(C(=O)c3ccc(F)cc3)c2cc1C | 27% | 9% | 4% | 0% | 7% | -13% | 15% | -9% | 3
Cc1ccc(S(=O)(=O)N(C)C)cc1NC(=S)N1CCN(Cc2ccc3c(c2)OCO3)CC1 | 14% | . | 7% | 12% | -4% | -28% | -10% | 5% | -1
